CXCR6 inh – CXCR6 receptor inhibitors, primary screen, cell-based, beta-arrestin, luminescence, CHO-K1 PathHunter, 1536-well | C-X-C chemokine receptor type 6 (Homo sapiens), O00574 | inhibition, % at 20 µM | actives 0.36% (n = 360,000); in the data active = inhibition above about 34%, passing the limit was not always enough;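 note: antagonist mode with CXCL16 agonist at 10 nM final; 0% = 10 nM CXCL16 with DMSO and 100% = unstimulated wells without agonist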
Mdm2 MdmX PPI – inhibitors of human Mdm2-MdmX association, primary screen, cell-based, luminescence, split luciferase, SaOS-2, uHTS; SaOS-2 split-luciferase Mdm2/MdmX complementation; Protein Mdm4 (Homo sapiens) + E3 ubiquitin-protein ligase Mdm2 (Homo sapiens), …; AID 485346, 2010; actives 3% (n = 330,000); inhibition, % at 8 µM;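 active = inhibition of at least 50% at 8 µM in the primary screen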
APJ antag – antagonists of human apelin receptor APJ, primary screen, CHO-K1 cells, beta-arrestin complementation, luminescence. inhibition, % at 20 µM. actives 0.32% (n = 330,000). AID 2521, 2010;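 active = inhibition above about 40% at 20 µM, limit read from the data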;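 note: cells challenged with 10 nM apelin-13 agonist together with compound; plate controls were apelin-13 plus DMSO wells for no effect and DMSO wells lacking apelin-13 for full effect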
Target sequence (P35414 whole entry, looked up): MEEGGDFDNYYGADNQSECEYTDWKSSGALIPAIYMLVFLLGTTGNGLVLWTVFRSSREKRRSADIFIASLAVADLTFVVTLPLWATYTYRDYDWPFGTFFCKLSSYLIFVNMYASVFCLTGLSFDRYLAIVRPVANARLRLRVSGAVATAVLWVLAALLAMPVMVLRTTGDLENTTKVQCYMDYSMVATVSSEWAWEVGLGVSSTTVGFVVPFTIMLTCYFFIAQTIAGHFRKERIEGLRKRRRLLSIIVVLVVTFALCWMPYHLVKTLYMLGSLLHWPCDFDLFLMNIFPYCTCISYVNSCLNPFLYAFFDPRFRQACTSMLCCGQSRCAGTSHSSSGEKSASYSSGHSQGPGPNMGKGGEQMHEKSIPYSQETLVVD
XBP1 UPR activ – activators of adaptive XBP1 UPR arm, primary screen, cell-based, CHO-XBP1 luciferase reporter, luminescence, uHTS; IRE1-XBP1 UPR activation; percent of tunicamycin response, DMSO as zero; activation, % at 20 µM; actives 0.33% (n = 330,000);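 active = versus positive control, 20 µM dose yields 30% or more activation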;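 note: 100% = tunicamycin at 10 µg/mL and 0% = DMSO only wells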
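incubation = overnight seeding at 37 °C, 6 h compound treatment at 37 °C | assay system = CHO-XBP1 cells stably carrying IRE1-XBP1-driven luciferase reporter | input = 1000 cells per well | detection = luciferase luminescence | dosing = single point, 20 µM final compound, 1% DMSO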
tim23-1 inh – growth inhibitors of tim23-1 mutant yeast, primary screen, luminescence, uHTS; S. cerevisiae tim23-1 growth, BacTiter-Glo luminescence, 24 h; inhibition, % at 20 µM; actives 1.3% (n = 330,000); AID 463212, 2010;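 active = growth inhibition of the mutant yeast at or above 50%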;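 note: temperature-sensitive mutant grown at 25 °C; plate controls were DMSO-treated mutant yeast for no effect and medium wells lacking yeast for full effect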
CCR6 antagonist – CCR6 receptor antagonists, primary screen, cell-based, CHO-K1, luminescence, beta-arrestin, uHTS; actives 0.49% (n = 340,000); C-C chemokine receptor type 6 (Homo sapiens), P51684; AID 493098, 2011; CHO-K1 CCR6 PathHunter beta-arrestin, CCL20-stimulated; inhibition, % at 20 µM;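 active = compounds whose inhibition of the agonist-driven luminescence signal at 20 µM reaches about 50%, limit read from the data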;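 note: cells stimulated with CCL20 at 14 nM final; plate controls were DMSO with CCL20 for no effect and DMSO without agonist for full effect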
APJ ag – agonists of human apelin receptor APJ, primary screen, CHO-K1 cells, PathHunter beta-arrestin, luminescence; actives 0.11% (n = 330,000); 0% DMSO wells, 100% apelin; P35414; activation, % at 20 µM;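 active = activation more than six SD over the plate average, tested at 20 µM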;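 note: 0% = DMSO alone and 100% = apelin-13 at 10 nM; some results filed as inactive read as strong as hits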
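Test system: CHO-K1 APJ beta-arrestin complementation cell line. Amount: cell density 1000 per well. Controls: DMSO negative, 10 nM Apelin-13 positive. Signal: luminescent beta-gal fragment complementation, chemiluminescent substrate. Read-out basis: agonist-driven arrestin binding to APJ. Timing: compound stimulation 90 min at 25 °C, detection 60 min.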
UPR CHOP act – activators of apoptotic CHOP UPR arm, primary screen, cell-based, CHO-CHOP luciferase reporter, luminescence, uHTS; UPR activation; percent of tunicamycin response over DMSO baseline; activation, % at 10 µM; AID 449763, 2010; actives 0.34% (n = 330,000);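 active = at 10 µM dose, activation of 40% or more, normalized to positive control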;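 note: 100% = tunicamycin at 10 µg/mL and 0% = DMSO alone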
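System: CHO-CHOP luciferase reporter cell line; amount: 500 cells/well; buffer or medium: F12 medium containing 10% fetal bovine serum; incubation: 6 h compound exposure at 37 °C after overnight seeding; measured by: luciferase luminescence after 10 min with Steady-Glo reagent; evaluation: % reporter activation, DMSO baseline versus tunicamycin full activation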
EBI2 antag – EBI2 receptor antagonists, beta-arrestin recruitment, primary screen, cell-based, luminescence, 7a,25-OHC stimulation, uHTS; G-protein coupled receptor 183 (Homo sapiens), P32249; 7a,25-OHC stimulated; inhibition, % at 5 µM; actives 0.81% (n = 360,000); AID 651636, 2012; in the data active = inhibition above about 38%;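 note: enzyme fragment complementation signal reports receptor beta-arrestin coupling in cells; 0% = agonist plus DMSO wells and 100% = wells without agonist; some results beyond the cut were filed as inactive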
Target sequence (P32249 whole entry, looked up, the tested form may be a part): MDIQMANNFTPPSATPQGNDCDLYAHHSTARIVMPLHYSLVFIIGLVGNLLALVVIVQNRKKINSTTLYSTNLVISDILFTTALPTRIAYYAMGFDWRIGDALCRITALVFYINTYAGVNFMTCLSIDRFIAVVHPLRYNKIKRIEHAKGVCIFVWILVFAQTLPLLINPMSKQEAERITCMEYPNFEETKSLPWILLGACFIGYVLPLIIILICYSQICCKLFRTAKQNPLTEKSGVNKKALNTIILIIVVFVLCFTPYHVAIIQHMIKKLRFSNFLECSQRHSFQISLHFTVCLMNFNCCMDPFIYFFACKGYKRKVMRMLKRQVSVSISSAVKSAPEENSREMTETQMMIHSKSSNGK
* hit, by the source's call.

How did COc1ccc(C2CC(C(F)(F)F)n3nc(C(=O)Nc4c(C)n(C)n(-c5ccccc5)c4=O)c(Cl)c3N2)cc1 (configuration not stated) do in these assays?
Mdm2 MdmX PPI: -1; APJ antag: 2; XBP1 UPR activ: 2; tim23-1 inh: 8; APJ ag: 0; UPR CHOP act: -1.6

Results for S=C(NCC1CC1)N/N=C/c1ccccc1Cl ?
CXCR6 inh: 4; Mdm2 MdmX PPI: -12; APJ antag: 9; XBP1 UPR activ: -1; tim23-1 inh: 15; CCR6 antagonist: 4; APJ ag: -3; UPR CHOP act: -1.4; EBI2 antag: 13

What do the screens show for `C/C(=N\OCC(=O)Nc1cc(C)cc(C)c1)c1ccc2c(c1)OCCO2`?
CXCR6 inh: -1; Mdm2 MdmX PPI: -4; APJ antag: 7; XBP1 UPR activ: -2; tim23-1 inh: 7; CCR6 antagonist: 13; APJ ag: 0; UPR CHOP act: 0.4; EBI2 antag: -4

What do the screens show for `Cc1c(C(=O)Nc2ccccc2)c2ccc(C(F)(F)F)cc2n1O`?
CXCR6 inh: -19; Mdm2 MdmX PPI: -7; APJ antag: -17; XBP1 UPR activ: -3; tim23-1 inh: 7; CCR6 antagonist: -9; APJ ag: 3; UPR CHOP act: 1.6; EBI2 antag: -6

What do the screens show for `O=c1c2c(-c3cccs3)csc2[nH]c(=S)n1-c1ccccc1`?
CXCR6 inh: 2; Mdm2 MdmX PPI: 4; APJ antag: 11; XBP1 UPR activ: 0; tim23-1 inh: 8; CCR6 antagonist: -13; APJ ag: 5; UPR CHOP act: 1.2; EBI2 antag: -2

Results for O=C(CCCO)NC1Cc2ccccc2C1 ?
CXCR6 inh: 5; Mdm2 MdmX PPI: 23; APJ antag: 30; XBP1 UPR activ: 1; tim23-1 inh: -2; CCR6 antagonist: 6; APJ ag: 0; UPR CHOP act: 1.8; EBI2 antag: -10

Results for CCOC(=O)N1CCC(c2cc(=O)n3[nH]c(-c4ccccc4)cc3n2)CC1 ?
CXCR6 inh: -4; Mdm2 MdmX PPI: -11; APJ antag: -12; XBP1 UPR activ: -1; tim23-1 inh: -3; CCR6 antagonist: 15; APJ ag: -2; UPR CHOP act: -0.3; EBI2 antag: -3

What do the screens show for `COc1ccc(Cl)c(OC)c1C(=O)NC(=O)Nc1nc(C)nc(C)n1`?
CXCR6 inh: 1; Mdm2 MdmX PPI: -14; APJ antag: 4; XBP1 UPR activ: -2; tim23-1 inh: 13; CCR6 antagonist: 0; APJ ag: 10; UPR CHOP act: -0.5; EBI2 antag: -10

How did CC(C)c1ccc(Nc2nc(Cl)nc(NCCO)n2)cc1 do in these assays?
CXCR6 inh: -4; Mdm2 MdmX PPI: -2; APJ antag: 6; XBP1 UPR activ: -1; tim23-1 inh: 34; CCR6 antagonist: 0; APJ ag: -2; UPR CHOP act: 1.3; EBI2 antag: 1

Results for COc1ccc(C(=O)OCC(=O)Nc2ccc(N3CCOCC3)cc2)cc1OC ?
CXCR6 inh: -1; Mdm2 MdmX PPI: 9; APJ antag: 6; XBP1 UPR activ: -1; tim23-1 inh: -14; CCR6 antagonist: -5; APJ ag: -1; UPR CHOP act: 0.4; EBI2 antag: -11

Results for COc1ccc(-c2nc(NC3=NCCCCC3)sc2C)cc1 ?
CXCR6 inh: 6; Mdm2 MdmX PPI: 26; APJ antag: 0; XBP1 UPR activ: 2; tim23-1 inh: 27; CCR6 antagonist: 20; APJ ag: -2; UPR CHOP act: -2.5; EBI2 antag: 4

Results for O=C(Nc1ccc(NC(=O)C2CC2)cc1)c1cccs1 ?
CXCR6 inh: 3; Mdm2 MdmX PPI: -33; APJ antag: -1; XBP1 UPR activ: -3; tim23-1 inh: 29; CCR6 antagonist: 0; APJ ag: 0; UPR CHOP act: 2.0; EBI2 antag: -2

What do the screens show for `O=C(CCCNC(=O)c1ccc(Cl)cc1)OCc1cccc(Br)c1`?
CXCR6 inh: 2; Mdm2 MdmX PPI: 7; APJ antag: -19; XBP1 UPR activ: -5; tim23-1 inh: 20; CCR6 antagonist: 15; APJ ag: -6; UPR CHOP act: -0.5; EBI2 antag: 10

How did O=C(c1ccc(Br)cc1)c1cc([N+](=O)[O-])ccc1N1CCCCC1 do in these assays?
CXCR6 inh: 14; Mdm2 MdmX PPI: 58*; APJ antag: -3; XBP1 UPR activ: 32*; tim23-1 inh: 12; CCR6 antagonist: 38; APJ ag: -6; UPR CHOP act: 0.9; EBI2 antag: 10

What do the screens show for `O=C(NC(Cc1ccccc1)C(=O)O)/C(=C/c1ccc([N+](=O)[O-])cc1)NC(=O)c1ccc(Br)o1` (configuration not stated)?
CXCR6 inh: 8; Mdm2 MdmX PPI: -2; APJ antag: -13; XBP1 UPR activ: -3; tim23-1 inh: 5; CCR6 antagonist: 9; APJ ag: 2; UPR CHOP act: 0.7; EBI2 antag: -6

Results for COc1ccc(S(=O)(=O)N(C)C)cc1NC(=O)Cc1cccs1 ?
CXCR6 inh: -1; Mdm2 MdmX PPI: 13; APJ antag: 1; XBP1 UPR activ: 1; tim23-1 inh: 10; CCR6 antagonist: -1; APJ ag: 0; UPR CHOP act: 2.0; EBI2 antag: -9

What do the screens show for `Cc1ccc(N2CCN(c3ncccc3[N+](=O)[O-])CC2)c(C)c1`?
CXCR6 inh: 1; Mdm2 MdmX PPI: -2; APJ antag: 18; XBP1 UPR activ: -1; tim23-1 inh: 24; CCR6 antagonist: 19; APJ ag: 0; UPR CHOP act: 5.7; EBI2 antag: 5

How did Clc1c(OCCCn2ccnc2)ccc2ccccc12 do in these assays?
CXCR6 inh: -10; Mdm2 MdmX PPI: -4; APJ antag: -5; XBP1 UPR activ: 1; tim23-1 inh: -6; CCR6 antagonist: -3; APJ ag: -1; UPR CHOP act: 5.3; EBI2 antag: 7

How did Cc1[nH][nH]c(=O)c1C(c1cc2c(cc1Br)OCO2)c1c(C)[nH][nH]c1=O do in these assays?
CXCR6 inh: -5; Mdm2 MdmX PPI: -9; APJ antag: -4; XBP1 UPR activ: 2; tim23-1 inh: 32; CCR6 antagonist: 14; APJ ag: -2; UPR CHOP act: -0.8; EBI2 antag: -14

How did Cc1c(-c2ccccc2)nc2ccccc2c1C(=O)NCc1cccs1 do in these assays?
CXCR6 inh: -2; Mdm2 MdmX PPI: -16; APJ antag: -1; XBP1 UPR activ: -1; tim23-1 inh: 35; CCR6 antagonist: 1; APJ ag: -3; UPR CHOP act: 1.3; EBI2 antag: 2

An excerpt from above in order of SMILES length, smallest number first:
Results for O=C(CCCO)NC1Cc2ccccc2C1 ?
CXCR6 inh: 5; Mdm2 MdmX PPI: 23; APJ antag: 30; XBP1 UPR activ: 1; tim23-1 inh: -2; CCR6 antagonist: 6; APJ ag: 0; UPR CHOP act: 1.8; EBI2 antag: -10

How did Cc1c(-c2ccccc2)nc2ccccc2c1C(=O)NCc1cccs1 do in these assays?
CXCR6 inh: -2; Mdm2 MdmX PPI: -16; APJ antag: -1; XBP1 UPR activ: -1; tim23-1 inh: 35; CCR6 antagonist: 1; APJ ag: -3; UPR CHOP act: 1.3; EBI2 antag: 2

What do the screens show for `O=c1c2c(-c3cccs3)csc2[nH]c(=S)n1-c1ccccc1`?
CXCR6 inh: 2; Mdm2 MdmX PPI: 4; APJ antag: 11; XBP1 UPR activ: 0; tim23-1 inh: 8; CCR6 antagonist: -13; APJ ag: 5; UPR CHOP act: 1.2; EBI2 antag: -2

The list goes on:
How did O=S1(=O)CCC(N=Cc2cc(Br)ccc2O)C1 (configuration not stated) do in these assays?
CXCR6 inh: 5; Mdm2 MdmX PPI: 1; APJ antag: -27; XBP1 UPR activ: -3; tim23-1 inh: 56*; CCR6 antagonist: 18; APJ ag: 6; UPR CHOP act: -0.2; EBI2 antag: 8

Results for COC(=O)c1cc(Br)c(=O)n(Cc2cccnc2)c1 ?
CXCR6 inh: -4; Mdm2 MdmX PPI: -5; APJ antag: -12; XBP1 UPR activ: -1; tim23-1 inh: 16; CCR6 antagonist: 2; APJ ag: -2; UPR CHOP act: -2.2; EBI2 antag: 5

What do the screens show for `COc1ccc(NC(=O)COC(=O)CCCN2C(=O)c3ccccc3C2=O)cc1Cl`?
CXCR6 inh: 3; Mdm2 MdmX PPI: -1; APJ antag: 3; XBP1 UPR activ: -2; tim23-1 inh: -10; CCR6 antagonist: 0; APJ ag: -2; UPR CHOP act: -0.7; EBI2 antag: -14

What do the screens show for `O=c1[nH]c2ccc(S(=O)(=O)N3CCN(c4ccc(F)cc4)CC3)cc2o1`?
CXCR6 inh: -7; Mdm2 MdmX PPI: 12; APJ antag: -2; XBP1 UPR activ: -1; tim23-1 inh: 8; CCR6 antagonist: -2; APJ ag: 0; UPR CHOP act: -0.2; EBI2 antag: -7

How did CCC(C)c1ccc(O)c(/C=N/O)c1 (configuration not stated) do in these assays?
CXCR6 inh: -6; Mdm2 MdmX PPI: 8; APJ antag: 7; XBP1 UPR activ: 3; tim23-1 inh: 0; CCR6 antagonist: 5; APJ ag: -1; UPR CHOP act: 0.9; EBI2 antag: 3

How did O=C(O)Cn1c(C(F)(F)F)nc2ccccc21 do in these assays?
CXCR6 inh: 1; Mdm2 MdmX PPI: 6; APJ antag: -14; XBP1 UPR activ: -2; tim23-1 inh: 5; CCR6 antagonist: -19; APJ ag: 0; UPR CHOP act: -1.2; EBI2 antag: 3

What do the screens show for `COc1ccc(CN2CC(=O)N(c3ccccc3C)C2=S)cc1OC`?
CXCR6 inh: -3; Mdm2 MdmX PPI: 7; APJ antag: -10; XBP1 UPR activ: -1; tim23-1 inh: 19; CCR6 antagonist: 5; APJ ag: -1; UPR CHOP act: -1.2; EBI2 antag: -4

Results for COC(=O)C(=Nc1ccccc1)/C(C(=O)C(=O)N(C)c1ccccc1)=C(\O)c1ccccc1 ?
CXCR6 inh: -5; Mdm2 MdmX PPI: 10; APJ antag: 8; XBP1 UPR activ: -4; tim23-1 inh: -7; CCR6 antagonist: -3; APJ ag: -1; UPR CHOP act: -0.9; EBI2 antag: 2

From PubChem

Not all compounds are listed. The share of hits here may be higher or lower than overall.
